CDK5 p35 inh = blocks human CDK5/p35 kinase activity; Q00535+Q15078; Recombinant CDK5/p35, ADP-Glo luminescence, 60 min; inhibition, % at 10 µM; 0.01% of 330,000 active; AID 488839;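 active = highest replicate inhibition of at least 50% and at least 75% of replicates reaching 50%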;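 note: plate controls were DMSO neutral control for no effect and GW8510 at 10 µM for full effect; many of its hits are not listed in these tables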
Target sequence (Q00535 whole entry, looked up): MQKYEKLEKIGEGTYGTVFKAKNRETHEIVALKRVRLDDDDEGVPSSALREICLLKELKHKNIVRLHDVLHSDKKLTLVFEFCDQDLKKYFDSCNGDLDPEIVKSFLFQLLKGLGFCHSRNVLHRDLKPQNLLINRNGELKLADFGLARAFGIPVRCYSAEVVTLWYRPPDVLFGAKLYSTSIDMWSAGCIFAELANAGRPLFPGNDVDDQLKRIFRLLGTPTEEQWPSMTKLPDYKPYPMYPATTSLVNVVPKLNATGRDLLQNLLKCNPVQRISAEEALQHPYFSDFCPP
Target sequence (Q15078 whole entry, looked up): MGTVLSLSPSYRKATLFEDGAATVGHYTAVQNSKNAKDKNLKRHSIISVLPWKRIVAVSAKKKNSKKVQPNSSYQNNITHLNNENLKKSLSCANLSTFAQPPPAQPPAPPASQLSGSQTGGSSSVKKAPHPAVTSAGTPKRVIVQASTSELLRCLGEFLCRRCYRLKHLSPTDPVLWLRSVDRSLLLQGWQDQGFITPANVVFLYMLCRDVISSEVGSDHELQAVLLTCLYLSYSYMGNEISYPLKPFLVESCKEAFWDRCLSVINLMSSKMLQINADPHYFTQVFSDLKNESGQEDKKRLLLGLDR
AddAB inh = less growth of phage-infected E. coli with AddAB; AID 435030; E. coli expressing H. pylori AddAB, absorbance growth; inhibition, % at 11.9 µM; 0.29% of 330,000 active; in the data active = inhibition above about 12%;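 note: 0% = vehicle wells of infected cells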
Tat export inh = blocks Tat-dependent protein export in E. coli; E. coli MC4100 TorA-mCherry Tat export, fluorescence; inhibition, % at 10 µM; 0.036% of 340,000 active; AID 488895;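 active = mean replicate inhibition at least 50% and at least half of replicates individually reaching 50%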;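 note: exported cargo escapes ClpAP degradation while cytoplasmic cargo is degraded and loses fluorescence; 0% = median of neutral control wells and 100% = median of NaSCN control wells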
DAGLB inhibitor = blocks human DAGLB lipase activity; Q8NCG7; HEK293T DAGLB membrane lysate, EnzChek fluorogenic substrate; inhibition, % at 5.17 µM; 0.059% of 340,000 active; in the data active = inhibition above about 34%;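 note: 0% = enzyme with vehicle and 100% = wells lacking enzyme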
HTR5A inv ctr = counter-screen for OPRM1-OPRD1 inverse agonists: human HTR5A inverse agonism. 0.083% of 340,000 active. P47898. HTR5A cell line, luminescence. inhibition, % at 9.3 µM; in the data active = inhibition mostly above about 23%, no sharp cut-off; inactive = mostly below about 18%;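 note: 0% = cells with DMSO and 100% = no-cell wells with DMSO; some compounds called inactive have numbers as strong as hits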
Target sequence (P47898 whole entry, looked up): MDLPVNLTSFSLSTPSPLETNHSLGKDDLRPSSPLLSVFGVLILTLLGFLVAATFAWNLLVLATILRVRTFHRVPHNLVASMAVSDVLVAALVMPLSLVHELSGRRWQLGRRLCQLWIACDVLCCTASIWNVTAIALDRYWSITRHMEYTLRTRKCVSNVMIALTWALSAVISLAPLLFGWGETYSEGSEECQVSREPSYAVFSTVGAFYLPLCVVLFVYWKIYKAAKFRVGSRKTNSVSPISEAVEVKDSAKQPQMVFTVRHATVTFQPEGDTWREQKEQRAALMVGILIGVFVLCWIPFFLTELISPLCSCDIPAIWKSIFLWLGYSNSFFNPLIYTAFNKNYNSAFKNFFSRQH
phage Ecoli inh = E. coli growth loss with phage present. 0.26% of 360,000 active. growth absorbance. inhibition, % at 11.9 µM; in the data active = inhibition above about 11%
Mot1-301 SUMO = blocks SUMOylation pathway, rescuing yeast Mot1-301 growth; S. cerevisiae Mot1-301 growth rescue, ATP luminescence, 38.5C; percent above DMSO median, 100 means doubled; growth rescue, % at 18.8 µM; 1% of 320,000 active; AID 2716;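 active = every valid replicate shows activation above 250% relative to neutral control wells; inactive = the rest, any valid replicate at or below 250%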;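 note: OY570 slx delta 5 strain wells were the positive control but not used for scaling; some compounds called inactive have numbers as strong as hits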
Ecoli viability = reduces bacterial viability in AddAB counter-screen | E. coli V3065 growth, OD600 absorbance, 18 h | inhibition, % at 11.9 µM | 0.27% of 330,000 active;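 active = inhibition above the campaign's mean inhibition across all tested compounds plus 3 SD, cut at about 9.9% in these data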;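 note: uninfected addAB+ strain grown without phage in ampicillin broth; 0% = DMSO wells and 100% = ciprofloxacin 0.95 µg/ml wells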
PKA-R1A act = PKA-R1A complex activation; PKA-R1A dissociation, Cy5-IP20 fluorescence polarization; scaled: DMSO 0%, 113 µM cGMP 100%; activation, % at 11.4 µM; 0.083% of 340,000 active;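 active = percent activation above the mean of all tested compounds plus 3 SD, cut at about 19% in these data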;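 note: higher means more PKAc released from R1A so a rise in polarization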
PKA-R2B act = activators of human PKA-R2B complex; PKA-R2B holoenzyme dissociation, Cy5-IP20 fluorescence polarization; R2B truncated from residue 108, S112A mutant; 0% DMSO only, 100% 113 µM cGMP; activation, % at 11.4 µM; 0.079% of 340,000 active; AID 504700;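 active = activation above a cutoff set at the mean over all compounds plus 3 SD, cut at about 18% in these data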;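 note: higher means more holoenzyme dissociation and a rise in polarization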
HTR5A ag ctr = HTR5A agonism, opioid heterodimer counter-screen; HTR5A agonist assay, luminescence, cell-based; P47898; activation, % at 9.3 µM; AID 504692; 0.61% of 340,000 active; in the data active = activation mostly above about 9.5%, no sharp cut-off; inactive = mostly below about 7.6%;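 note: 0% = cells with vehicle only and 100% = reference agonist; strong numbers were not always called active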
* marks the source's active call; other numbers are inactive results; i = inactive; · = no result given.

molecule	Mot1-301 SUMO	AddAB inh	Tat export inh	phage Ecoli inh	CDK5 p35 inh	Ecoli viability	PKA-R2B act	HTR5A inv ctr	DAGLB inhibitor	PKA-R1A act	HTR5A ag ctr
COc1ccc2ccccc2c1CN1CCSCC1	i	·	-1.7	4.1	1.7	·	9.8	-7.8	-2.0	-3.6	-4.8
CCOC(=O)c1c(-c2ccccc2)csc1NC(=O)c1ccc(S(=O)(=O)N2CCOCC2)cc1	-13.2	-0.1	0.9	3.6	0.1	1.2	7.5	11.1	-0.1	0.9	9.5
Cc1cc(=O)oc2c(C)c(OC(C)C(=O)Nc3ccc(N4CCC(C)CC4)cc3)ccc12 (stereo not given)	-3.2	0.7	9.4	0.8	-7.1	-0.8	-9.0	26.7	7.6	-11.5	-4.0
Cc1cc(C)c(C#N)c(SCCS(=O)(=O)Cc2ccc(Cl)cc2)n1	-16.3	1.2	9.6	0.1	1.5	-0.6	-2.1	-15.6	-3.4	-5.3	6.1
Cc1cc(C)cc(N(CC(=O)NC2CCCC2)C(=O)CCC(=O)Nc2cc(C)ccn2)c1	-18.9	0.7	9.0	0.8	-0.2	-3.6	2.0	-36.8	-1.3	2.5	-1.6
O=C(Nc1ccc(N2CCOCC2)cc1)Nc1cnsn1	-3.2	-1.6	-4.7	1.4	0.6	-1.6	-5.5	18.9	2.2	0.7	-1.8
O=C(NCc1ccccc1)c1ccc(S(=O)(=O)Nc2cccc(C(F)(F)F)c2)cc1	231.4	2.3	20.0	2.9	-9.4	1.4	2.7	-7.3	2.6	-10.8	2.6
COc1ccccc1C(=O)OCC(=O)Nc1ccc(OC(F)F)cc1	8.6	3.0	-2.9	2.1	0.5	-0.5	-1.4	-21.2	-2.5	6.8	-1.0
Cc1cccc2c1cnn2C(=O)CCC(=O)NCC(C)c1ccccc1 (stereo not given)	-0.3	-1.2	13.4	3.3	-2.2	-1.5	-1.5	-17.2	-0.4	1.8	5.7
Cc1ccc(S(=O)(=O)Nc2ccccc2CNc2cccc(C)n2)cc1	-13.1	0.7	-4.5	3.8	-0.8	-2.4	-4.5	-10.9	-3.8	3.2	4.2
CCOC(=O)N1CCN(C(=O)c2nn(C)c3c2CSc2ccccc2-3)CC1	-15.1	0.5	-3.0	0.2	-0.1	0.3	-0.9	-15.4	-2.9	-12.7	5.0
CC(C(=O)Nc1cc(Cl)cc(Cl)c1)N1CCCC1 (stereo not given)	3.2	3.5	3.1	-0.6	1.4	2.1	-5.5	-12.6	-0.2	-10.8	3.2
CN(Cc1cc2ccccc2[nH]c1=O)C(=O)COc1ccccc1	7.8	-3.5	-3.7	0.5	0.2	-2.6	-11.4	-2.2	1.3	-5.4	0.7
O=C(CSc1nnc(Cc2cccs2)n1-c1ccccc1)Nc1ccc2c(c1)OCCO2	5.3	-0.9	2.3	1.0	1.1	-0.8	-3.2	-5.3	1.3	1.8	7.4
Cn1c(CC(=O)c2ccc(Br)cc2)[n+](C)c2ccccc21	7.5	-1.0	-1.6	-0.9	0.5	0.4	-6.1	5.2	-0.5	4.2	-1.0
CCCNC(=O)OCCC12CC3CC(CC(C3)C1)C2	-10.7	3.0	-5.2	3.3	-1.5	0.8	-3.3	-17.7	-11.0	-2.6	5.2
CCN(Cc1ccccc1)C(=O)Cc1c[nH]c2ccccc12	-8.7	2.3	3.9	2.0	2.2	-1.8	-4.0	-1.4	-4.8	0.0	-5.5
O=[n+]1cc(-c2ccc(Br)cc2)n([O-])c2c1CCC2	-5.9	1.6	0.0	-0.1	-0.1	-0.2	7.2	20.3	0.7	1.5	-7.6
C[C@@H]1CN([C@@H](C)CO)C(=O)Cc2cc(NS(=O)(=O)c3ccccc3)ccc2O[C@H]1CN(C)Cc1ccncc1	-1.2	3.8	6.1	0.3	-0.8	-0.3	-0.8	-9.9	1.5	-2.2	5.8
Cn1c(N/N=C2\CCCc3ccccc32)nc2c1c(=O)n(Cc1ccccc1)c(=O)n2C	-5.5	3.7	-2.7	-0.3	-0.2	-1.6	-6.3	-15.4	-0.6	-10.9	4.5
CCOC(=O)CCCNC(=O)COC(=O)c1cccc(F)c1	·	0.0	2.3	0.4	3.4	0.9	-4.9	-0.7	-1.4	-4.3	2.8
COc1ccc(CCNc2nc(-c3ccc(O)cc3)cs2)cc1OC	-10.1	-0.7	0.6	0.1	-3.8	-0.8	-5.0	-7.3	0.8	-1.0	2.1
O=C(OCCCN=C1NS(=O)(=O)c2ccccc21)C1CC(=O)N(c2ccc(Cl)cc2)C1 (stereo not given)	-9.8	1.6	-4.1	-0.3	-0.6	-0.1	-4.4	16.0	0.8	-2.2	-2.5
COCc1cc(C)c(C#N)c(=S)[nH]1	-10.4	0.1	-3.4	·	0.7	-4.4	-4.4	14.0	1.9	-4.0	0.9
O=C(NCC(c1ccco1)N1CCc2ccccc2C1)c1c(F)cccc1F (stereo not given)	-0.5	2.6	-2.8	3.3	-0.1	-0.2	-11.9	4.0	3.5	-13.1	2.4
CC(=O)Nc1c(-c2ccccc2)nc2ccc(Cl)cn12	-10.5	7.2	-4.1	0.1	-0.7	-0.2	-3.3	17.3	-0.8	0.0	-0.5
COc1ccc(CNC(=O)c2ccc(NC(=O)C3=CSCCO3)cc2)cc1	5.1	1.9	3.2	4.0	-1.8	-2.1	4.8	6.9	-0.4	-7.2	-1.7
CCC(=O)n1nc(-c2cccnc2)nc1NCc1ccccc1	·	·	-0.6	1.2	0.2	·	-3.7	0.6	-3.1	2.5	-0.2
O=C(CCS(=O)(=O)c1cccs1)Nc1ccc(C(=O)NC2CCN(Cc3ccccc3)CC2)cc1	-13.4	2.1	4.9	1.9	-2.0	1.3	-2.2	-15.4	0.1	-3.8	7.6
Cc1ccc(NC(=S)NN2CCN(C)CC2)cc1	2.9	2.5	7.7	1.2	-0.7	0.9	4.3	6.3	-1.3	2.3	-0.1
O=C(Oc1ccc(C(=S)N2CCOCC2)cc1)c1ccc(Br)cc1	-2.7	0.3	-7.6	1.0	-0.2	-2.3	3.3	22.6	-2.5	-1.1	5.6
Cc1ccc(CNC(=O)COC(=O)c2ccc(S(=O)(=O)NCc3ccco3)cc2)cc1	21.5	1.1	3.7	2.2	0.2	-1.9	13.4	9.1	0.6	-13.1	-3.7
COc1cccc(N(CC(=O)NC2CCCCC2)C(=O)Cn2nnc(-c3ccc(C)o3)n2)c1	·	·	4.4	0.9	-0.4	·	0.4	10.5	-4.0	-7.5	2.0
C[C@@H]1CCCCCCCCC(=O)OCCN(C(=O)OC(C)(C)C)[C@H](C)CCCCCCCCC(=O)OCCN1C(=O)OC(C)(C)C	-19.1	2.9	3.6	2.0	-0.4	0.2	-1.0	-49.5	-1.8	5.6	16.9
CC(O)c1cccc(N=Cc2ccc3ccccc3c2O)c1 (stereo not given)	-10.8	-0.3	4.2	1.7	-0.1	-1.4	0.7	10.2	1.6	6.4	-2.7
CCN(CC)c1ccc2c(C)c(CO)c(=O)oc2c1	4.5	2.2	-1.6	2.3	-1.3	0.7	3.6	-8.3	-0.6	3.3	-0.4
COc1ccc(-c2cc(C(=O)Nc3ccccc3O)c3ccccc3n2)cc1	3.6	2.1	-5.1	5.0	-4.5	0.4	-9.9	-5.9	-10.7	-1.9	-2.6
COc1cc(NC(=O)COC(=O)c2ccc([N+](=O)[O-])s2)cc(OC)c1OC	-5.8	-1.0	-5.8	-0.9	-0.6	-1.1	-5.0	-12.6	-0.3	2.6	2.1
CCOC(=O)CSc1nnc(-c2nnc(SCC(=O)OCC)n2CC)n1CC	i	1.0	11.3	1.0	3.6	1.9	-3.4	-14.7	0.7	10.3	-3.2
COc1ccc(CC(=O)Nc2sc3c(c2C(N)=O)CCCC3)cc1OC	-10.9	2.3	5.4	5.4	0.2	2.8	-2.8	-8.5	0.1	5.8	3.2
O=C(NCCS(=O)(=O)N1CCN(c2ccccc2F)CC1)c1ccc(Br)o1	7.5	3.4	0.5	0.3	0.3	2.0	5.1	-23.4	-3.3	-6.9	-1.0
Cc1cc(C)n2nc(-c3cnn(C)c3C(F)(F)F)cc2n1	0.5	-1.2	9.2	4.0	0.1	-0.6	-9.2	-14.0	-0.7	9.1	5.4
CC1=NNC(=O)C1CCC(=O)N/N=C(\C)c1ccc(Cl)cc1 (stereo not given)	12.0	1.8	-6.4	3.1	-0.2	4.6	4.1	1.1	0.6	-3.0	5.4
Cc1cc(C)nc(NC(=O)c2cc(-c3ccc4c(c3)OCO4)nc3ccccc23)c1	-11.9	-0.1	20.5	2.8	-2.0	-1.5	-14.0	-9.4	0.0	-11.9	4.2
CCCCOc1ccc(C(=O)Nc2ccc3c(c2)C(=O)NC3=O)cc1	5.2	-0.9	-7.7	3.4	1.2	-1.2	4.1	-13.1	1.0	3.1	4.7
Cc1cc(C)n2c(Br)c(CSc3nc4ccccc4s3)nc2n1	4.8	0.3	0.5	4.3	·	0.4	-10.0	-11.8	1.5	-2.5	-3.8
COc1ccc(C(C2C(=O)CC(C)(C)CC2=O)C2C(=O)CC(C)(C)CC2=O)cc1COCC(F)(F)F	-4.3	-1.1	2.5	4.2	-2.6	-2.5	-8.9	-14.0	3.8	-3.1	2.5
Cc1ccc(S(=O)(=O)NC(=O)c2ccccc2)cc1C(C)C	-9.5	3.1	-8.6	3.1	0.2	-0.4	-2.7	6.0	-1.5	-3.1	-2.3
O=c1nc(SCc2c(F)cccc2Cl)nc(-c2ccc(Cl)cc2)[nH]1	-2.2	2.2	28.5	5.2	-0.8	-0.4	-10.1	19.6	4.7	-6.0	0.0
COCCn1c(SCC(=O)c2cc(C)n(C)c2C)nc2ccccc2c1=O	4.8	1.4	-1.1	2.2	1.0	-1.3	5.5	11.0	-2.9	-8.5	-4.5
COc1ccc(/C=C2\SC(=S)N(CCC(=O)N3CCOCC3)C2=O)cc1	353.9	-1.7	11.8	1.2	-0.4	1.9	-10.1	-0.7	-1.1	-9.7	0.2
COc1ccc(CNC(=O)COC(=O)c2ccc(C(=O)c3ccccc3)cc2)cc1	6.8	-2.5	8.6	1.8	-2.9	-1.3	-9.4	2.9	-4.8	-10.4	-0.8

Some of these compounds in order of SMILES length, rising:
molecule	Mot1-301 SUMO	AddAB inh	Tat export inh	phage Ecoli inh	CDK5 p35 inh	Ecoli viability	PKA-R2B act	HTR5A inv ctr	DAGLB inhibitor	PKA-R1A act	HTR5A ag ctr
Cc1cc(C)n2c(Br)c(CSc3nc4ccccc4s3)nc2n1	4.8	0.3	0.5	4.3	·	0.4	-10.0	-11.8	1.5	-2.5	-3.8
COc1ccc(CNC(=O)COC(=O)c2ccc(C(=O)c3ccccc3)cc2)cc1	6.8	-2.5	8.6	1.8	-2.9	-1.3	-9.4	2.9	-4.8	-10.4	-0.8
COc1ccc(C(C2C(=O)CC(C)(C)CC2=O)C2C(=O)CC(C)(C)CC2=O)cc1COCC(F)(F)F	-4.3	-1.1	2.5	4.2	-2.6	-2.5	-8.9	-14.0	3.8	-3.1	2.5

Screening results (PubChem)
